Screens deposited in PubChem by National Center for Advancing Translational Sciences (NCATS).
Vif-A3G inh: blocks the Vif interaction with human APOBEC3G | HeLa A3G-eYFP + Vif (tagged APOBEC3G with the HIV-1 protein that degrades it), YFP fluorescence, overnight | AID 602310 | Potency, µM (series often up to 46.1 µM), for the others: at the highest dose activity, negative = active, actives largely listed as inhibitors | hit rate 0.076% among 410,000;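 also: % is scaled to controls: 0 for no effect and ±100 for the full control effect; nearly all actives have a fitted effect of over 60% in size; hits raise eYFP signal because A3G escapes Vif-driven loss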
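HeLa cells stably expressing Vif and C-terminally eYFP-tagged A3G, seeded overnight at 37 deg C, then exposed to compound by pintool overnight at 37 deg C. Rise in yellow fluorescence (Ex 488/Em 500-530, Acumen) marks blocked Vif-driven A3G degradation.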
IDH1 R132H inh: human IDH1 R132H inhibition | O75874 | IDH1-R132H enzyme, NADPH consumption, diaphorase/resazurin fluorescence | Potency, µM (doses to about 76.6 µM), for the others: at the highest dose activity change, negative = inhibition, most hits filed as inhibitors | hit rate 0.093% among 390,000; also: % is scaled to controls: 0 for no effect and ±100 for the full control effect; nearly all actives have a fitted effect of over 65% in size
Target sequence (O75874 whole entry R132H, stated change not applied): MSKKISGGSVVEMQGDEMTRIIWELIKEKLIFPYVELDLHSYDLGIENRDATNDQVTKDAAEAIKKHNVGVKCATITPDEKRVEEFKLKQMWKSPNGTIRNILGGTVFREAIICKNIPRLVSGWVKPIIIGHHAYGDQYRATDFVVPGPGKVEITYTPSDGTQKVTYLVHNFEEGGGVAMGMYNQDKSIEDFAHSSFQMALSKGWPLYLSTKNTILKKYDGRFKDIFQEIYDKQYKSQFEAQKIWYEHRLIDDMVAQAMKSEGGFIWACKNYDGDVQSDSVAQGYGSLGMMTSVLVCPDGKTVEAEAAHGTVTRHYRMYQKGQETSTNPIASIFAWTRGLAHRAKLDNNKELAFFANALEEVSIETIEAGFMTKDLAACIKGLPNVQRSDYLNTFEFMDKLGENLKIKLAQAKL
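IDH1-R132H (0.5 ug/mL dispensed) in pH 7.5 Tris buffer was preincubated 30 min with compound, then given a substrate mix of 0.016 mM NADPH and 2 mM alpha-KG for 80 min at room temperature; remaining NADPH was read by diaphorase/resazurin fluorescence.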
12-LOX inh: blocks human arachidonate 12S-lipoxygenase; P18054; Potency, µM (highest dose often 108 µM), inactives show at the top dose activity change, negative = inhibition, usual class: inhibitors; hit rate 1.1% among 580,000; purified 12hLO, xylenol orange hydroperoxide absorbance; also: % is scaled to controls: 0 for no effect and ±100 for the full control effect
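Purified human 12hLO (150 nM final) in 25 mM Hepes, 0.01% Triton X-100, pH 7.0 was preincubated 15 min at room temperature with compound. Then 40 uM arachidonic acid was added, 30 min. Hydroperoxide was read by Fe-XO absorbance ratio 573/405 nm.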
USP1-UAF1 inh: blocks the human USP1/UAF1 deubiquitinase complex | O94782 | recombinant USP1/UAF1, Ub-Rhodamine cleavage fluorescence | Potency, µM (top dose mostly 57.1 µM), for the others: at the top dose activity change, negative = inhibition, usual class: inhibitors | hit rate 0.23% among 390,000; also: % is scaled to controls: 0 for no effect and ±100 for the full control effect; nearly all actives have a fitted effect of over 60% in size; inactives centre near -12
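In this screen, compounds sit with the deubiquitinase complex (1nM) for 15 min at room temperature before Ub-Rho is added at 150nM final. Fluorescence rise is then followed for 6 reads every 60 seconds.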
rTrxR1 inhibitor: inhibitors of rat thioredoxin reductase 1 | Potency, µM (top dose mostly 114 µM), inactives show top-dose activity change, negative = inhibition, most hits filed as inhibitors | hit rate 1% among 390,000 | recombinant rTrxR1, NADPH fluorescence consumption, selenite substrate | O89049; also: % is scaled to controls: 0 for no effect and ±100 for the full control effect; nearly all actives have a fitted effect of over 65% in size
Target sequence (O89049 whole entry, looked up): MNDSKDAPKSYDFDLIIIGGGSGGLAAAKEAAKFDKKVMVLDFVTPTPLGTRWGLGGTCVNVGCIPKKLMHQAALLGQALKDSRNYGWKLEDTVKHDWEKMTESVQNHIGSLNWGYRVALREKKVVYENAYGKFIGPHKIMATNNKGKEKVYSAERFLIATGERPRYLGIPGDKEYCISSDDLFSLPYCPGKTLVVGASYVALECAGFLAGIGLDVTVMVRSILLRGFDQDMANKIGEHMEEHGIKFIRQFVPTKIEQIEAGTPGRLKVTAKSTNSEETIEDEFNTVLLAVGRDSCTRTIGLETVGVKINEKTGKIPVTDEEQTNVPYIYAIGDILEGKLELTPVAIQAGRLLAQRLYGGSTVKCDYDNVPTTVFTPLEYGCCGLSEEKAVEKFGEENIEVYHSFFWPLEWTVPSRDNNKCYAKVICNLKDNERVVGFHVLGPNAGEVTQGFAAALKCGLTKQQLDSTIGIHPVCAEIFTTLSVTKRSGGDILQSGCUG
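Rat TrxR1 (90 nM in the dispensed reagent) was pre-reduced with 400 uM NADPH for 5 min at room temperature, then incubated with compound for 15 min. After 400 uM selenite was added, NADPH fluorescence (Ex 340/Em 450 nm) was followed for 8 min.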
RXFP1 agonist: RXFP1 (human) receptor agonism; Q9HBX9; HEK293T-RXFP1 cAMP TR-FRET, 30 min; response scale: percent of porcine relaxin response, buffer zero; Potency, µM (titrated, usually from 57.5 µM), without a hit: at the highest dose activation, most hits filed as activators; hit rate 0.3% among 370,000; also: % is scaled to controls: 0 for no effect and ±100 for the full control effect; nearly all actives have a fitted effect of over 60% in size; many of its hits are not listed in these tables
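cAMP rise read by TR-FRET after 30 min, 37C compound exposure (up to 58 uM) in RXFP1-transfected HEK293 cells with Ro 20174 present. EC50 from Hill-equation fits, with 29 nM porcine relaxin as 100% and buffer as basal.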
RGS4 inhibitor: blocks human RGS4-accelerated GTP hydrolysis; P49798; Transcreener GDP fluorescence polarization, RGS4-accelerated GTP hydrolysis; Potency, µM (titrated, usually from 114 µM), inactives show top-dose activity change, negative = inhibition, most hits filed as inhibitors; hit rate 0.039% among 390,000; AID 504845; also: % is scaled to controls: 0 for no effect and ±100 for the full control effect; nearly all actives have a fitted effect of over 75% in size; some results filed as inactive show a strong effect at the top dose
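MLSMR compounds (23 nl, pin-transferred) preincubated 10 min at room temperature with a 500nM (2x) first reagent, then RGS4 at 900nM (2x) plus Transcreener GDP mix added; fluorescence polarization (620/688 nm) read before and after 90 min at 30 °C.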
TrxR1 substrate: substrates of rat thioredoxin reductase 1. O89049. purified TrxR1 substrate turnover, NADPH consumption readout. Potency, µM (highest dose often 114 µM), without a hit: at the highest dose activity change, negative = substrate turnover. hit rate 0.01% among 390,000; also: % is scaled to controls: 0 for no effect and ±100 for the full control effect; nearly all actives have a fitted effect of over 50% in size
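Rat TrxR1, dispensed at 90 nM, was prereduced with 400 uM NADPH (final) for 5 min at ~22 deg C, then incubated with compound 15 min before 400 uM selenite. A first-read NADPH fluorescence drop versus no-compound background flagged substrates.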
Vif-A3F inh: inhibitors of Vif-A3F interaction. HeLa A3F-eYFP + Vif (tagged APOBEC3F with the HIV-1 protein that degrades it), YFP fluorescence increase. Potency, µM (titrated, usually from 46.1 µM), for the others: at the top dose activity, negative = active. AID 602313. hit rate 0.2% among 390,000; also: % of control where 0% means no effect; nearly all actives have a fitted effect of over 65% in size
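Fluorescence increase (Ex 488/Em 500-530) after overnight compound treatment at 37 deg C flags inhibition of Vif-driven A3F-eYFP loss in stable HeLa A3F-eYFP/Vif cells seeded overnight beforehand.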
Starred values were filed as active, the others as inactive; ? = inconclusive; . = no result given; & = joins results of further samples; [ ] = another dose, or the depositor's remark. Calls follow the shape of the dose curve; as a rule, active = well fitted curve in the direction sought with a large enough effect; inconclusive = small, poorly fitted or top-dose-only effect, or another doubt; inactive = no such curve, though single readings can be large; an effect the other way counts as inactive or inconclusive. Potency is read from the fitted curve at half-maximal effect.

1: NNC(=O)CCN(Cc1ccco1)S(=O)(=O)c1ccc(Cl)cc1
2: COc1ccc(-n2nc(C(=O)NCC(=O)NCC3CCCO3)c3ccccc3c2=O)cc1 (stereo not given)
3: O=S1(=O)CCO[C@H]2Cc3ccccc3[C@H]2N1Cc1ccccc1Br
4: Cc1nc2sc(C(=O)c3ccccc3)c(N)c2c2c1CCCC2
5: COc1ccc(CNc2ncc(-c3ccc(Cl)cc3)n2C)c(OC)c1OC
6: CCOC(=O)c1nnn(CC(=O)NC(=O)Nc2ccc(F)cc2)c1C(=O)OCC
7: O=C(CSc1nnc(-c2ccc3c(c2)OCO3)n1-c1ccccc1)c1ccc(Cl)cc1
8: Cc1nnc2sc(-c3cccc(NC(=O)c4cccnc4)c3)nn12
entry no.	1	2	3	4	5	6	7	8
Vif-A3G inh	5%	-6%	1%&-1%	-18%	-2%	0%&6%	1%	1%
IDH1 R132H inh	6%	-2%	8%	-2%	2%	3%&14%	6%	2%
12-LOX inh	5%	-6%	7%	-11%	?	23%&-23%	-28%	25%
USP1-UAF1 inh	-9%	-4%	-22%	-20%	-18%	-6%&-24%	-9%	-6%
rTrxR1 inhibitor	13%	-1%	9%&33%	-5%	32%	23%&7%	-16%	5%
RXFP1 agonist	-3.4%	19%	3.1%	3.5%	2.6%	0.3%&2.9%	3.0%	6.4%
RGS4 inhibitor	15%	15%	-5%	6%	-7%	16%&-9%	-42%	9%
TrxR1 substrate	2%	-6%	-6%&1%	-11%	6%	3%&0%	-13%	-8%
Vif-A3F inh	3%	-9%	-1%	-2%	4%	-8%&-9%	7%	-6%

Overlap with the part before: 3 entries; new compounds follow.
6: CCOC(=O)c1nnn(CC(=O)NC(=O)Nc2ccc(F)cc2)c1C(=O)OCC
7: O=C(CSc1nnc(-c2ccc3c(c2)OCO3)n1-c1ccccc1)c1ccc(Cl)cc1
8: Cc1nnc2sc(-c3cccc(NC(=O)c4cccnc4)c3)nn12
9: Cn1c(=O)c2c(nc(SCc3cccnc3)n2Cc2ccccc2)n(C)c1=O
10: Cc1cc(C)c(C)c(S(=O)(=O)NCC(=O)N2CCCC2)c1C
11: CSCCC(NC(=O)c1ccc(Cl)cc1)C(=O)OCC(C)=O (stereo not given)
12: CCOC(=O)c1ccc(NC(C)=O)c([N+](=O)[O-])c1
13: Cc1c(-c2nc(-c3ccc4c(c3)OCO4)no2)nnn1-c1ccc(Br)cc1F
14: CCOC(=O)Cc1c(C)nc2c(-c3ccc(Cl)cc3)c(C)[nH]n2c1=O
15: COc1cc(NC(=O)CN2C(=O)CSc3ccc(S(=O)(=O)N4CCCC4)cc32)cc(OC)c1
16: Cc1ccc(S(=O)(=O)Nc2cccc(N(C)S(C)(=O)=O)c2)cc1[N+](=O)[O-]
entry no.	6	7	8	9	10	11	12	13	14	15	16
Vif-A3G inh	0%&6%	1%	1%	2%	0%	-3%	-1%	.	-5%	0%	2%
IDH1 R132H inh	3%&14%	6%	2%	2%	13%	3%	4%	.	-4%	0%	-4%
12-LOX inh	23%&-23%	-28%	25%	?	21%	-1%	?	5%	8%[57.4 µM]	6%	-6%
USP1-UAF1 inh	-6%&-24%	-9%	-6%	-2%	-6%	-20%	-4%	-19%	11%	-4%	-9%
rTrxR1 inhibitor	23%&7%	-16%	5%	19%	22%	2%	20%[57.1 µM]	1%[57.1 µM]	22%	9%	32%
RXFP1 agonist	0.3%&2.9%	3.0%	6.4%	12%	-1.3%	-4.4%	-5.2%	?	2.2%	1.8%	-1.8%
RGS4 inhibitor	16%&-9%	-42%	9%	-10%	8%	4%	6%	-24%	-16%	13%	-4%
TrxR1 substrate	3%&0%	-13%	-8%	16%	9%	-9%[57.1 µM]	9%[57.1 µM]	-4%[57.1 µM]	26%	-4%	0%
Vif-A3F inh	-8%&-9%	7%	-6%	-1%	1%	9%	-6%	.	0%	0%	1%

17: CN(C)S(=O)(=O)N1CCc2ccc(NC(=O)c3ccc(C(F)(F)F)cc3)cc2C1
18: COc1cccc(/C=N/NC(=O)CNC(=O)/C=C\c2ccccc2)c1O
19: Cc1ccccc1-n1nc2c(c1NC(=O)c1ccco1)CS(=O)(=O)C2
20: N#CCC(=O)N/N=C\c1ccc(OC/C=C/c2ccccc2)cc1
21: CC(C)OC(=O)N(C)C[C@H]1OCc2cnnn2CCCC(=O)N([C@H](C)CO)C[C@H]1C
22: Cc1c(C(=O)N2CCCc3ccccc32)sc2nc(-c3ccccc3)cn12
23: O=C1S/C(=C\c2ccc(N3CCOCC3)o2)C(=O)N1Cc1ccc(F)cc1
24: CC(Oc1cc2oc(=O)c3c(c2cc1Cl)CCC3)C(=O)NCCCN1CCOCC1 (stereo not given)
entry no.	17	18	19	20	21	22	23	24
Vif-A3G inh	5%	-1%	1%	0%	-5%	0%	?	1%
IDH1 R132H inh	-5%	-4%	-1%	-3%	3%	-3%	2%	1%
12-LOX inh	45%	13%	0%	3%	-8%	8%	.	14%
USP1-UAF1 inh	-21%	-18%	-19%	-15%	9%	-27%	5.6µM*	-13%
rTrxR1 inhibitor	16%	29%	-13%	14%	.	19%[57.1 µM]	2.5µM*	2%
RXFP1 agonist	-0.2%	2.1%	1.2%	0.8%	.	3.3%	4.8%	3.1%
RGS4 inhibitor	-6%	8%	-1%	29%	.	8%	-94%	8%
TrxR1 substrate	-6%	3%	4%	-3%	.	6%[57.1 µM]	-11%[57.1 µM]	11%
Vif-A3F inh	1%	-3%	1%	0%	-6%	-8%	?	1%

Three of these compounds, set out differently:
# | Structure | Vif-A3G inh | IDH1 R132H inh | 12-LOX inh | USP1-UAF1 inh | rTrxR1 inhibitor | RXFP1 agonist | RGS4 inhibitor | TrxR1 substrate | Vif-A3F inh
18 | COc1cccc(/C=N/NC(=O)CNC(=O)/C=C\c2ccccc2)c1O | -1% | -4% | 13% | -18% | 29% | 2.1% | 8% | 3% | -3%
19 | Cc1ccccc1-n1nc2c(c1NC(=O)c1ccco1)CS(=O)(=O)C2 | 1% | -1% | 0% | -19% | -13% | 1.2% | -1% | 4% | 1%
20 | N#CCC(=O)N/N=C\c1ccc(OC/C=C/c2ccccc2)cc1 | 0% | -3% | 3% | -15% | 14% | 0.8% | 29% | -3% | 0%

Further results.
25: C(=C/c1ccnc2nc(SC/C=C/c3ccccc3)nn12)/c1ccccc1
26: Cc1ccc(NC(=O)c2c(Cl)nc3ccccn23)cc1
27: CCOC(=O)C1CCCN(C(=O)c2ccccc2NC(=O)C2=C(C)OCCS2)C1 (stereo not given)
28: O=C(Nc1nnc(SCc2ccccc2)s1)c1ccco1
29: Nc1c(S(=O)(=O)c2ccccc2)c2nc3ccccc3nc2n1C1CC1
30: Cc1cc(C)c(S(=O)(=O)Nc2nnc(C)s2)c(C)c1
31: Oc1cccc(NC(=S)N=Nc2c(O)[nH]c3ccc(Br)cc23)c1
32: CCc1ccc(S(=O)(=O)N2CCN(c3ccccc3OC)CC2)cc1
entry no.	25	26	27	28	29	30	31	32
Vif-A3G inh	-1%	-9%	-2%	1%	2%	0%	-27%	0%
IDH1 R132H inh	7%	7%	3%	8%	10%	6%	?	10%
12-LOX inh	-5%	-1%	-2%	-11%	0%	-11%	?	2%
USP1-UAF1 inh	-1%	-32%	-15%	-21%	-20%	-5%	-7%	-7%
rTrxR1 inhibitor	6%	27%	24%	-5%	52%[activator][57.1 µM]	2%[57.1 µM]	-20%	-2%
RXFP1 agonist	2.5%	3.0%	-2.9%	-0.8%	20%	-1.5%	-1.8%	-6.2%
RGS4 inhibitor	29%	0%	13%	3%	14%	-53%[11.4 µM]	-43%	0%
TrxR1 substrate	13%	10%	4%	-8%	232%[activator][57.1 µM]	-4%	-7%	-4%
Vif-A3F inh	-4%	-9%	4%	-17%	-6%	-17%	?	12%

33: CC(=O)Nc1c(S(=O)(=O)c2ccccc2)c2nc3ccccc3nc2n1Cc1ccccc1
34: O=C(NCc1ccc2c(c1)OCO2)C1(S(=O)(=O)c2ccccc2)CC1
35: Cc1cc(/C=N/NC(=O)c2ccc(CN3CCOCC3)cc2)c(C)n1-c1ccccc1
36: N#CCCN1CCN(S(=O)(=O)c2ccc(C#N)cc2)CC1
entry no.	33	34	35	36
Vif-A3G inh	3%	0%	0%	1%
IDH1 R132H inh	6%	9%	1%	0%
12-LOX inh	0%	-11%	7%	-1%
USP1-UAF1 inh	-22%	-14%	-7%	5%
rTrxR1 inhibitor	19%	8%[57.1 µM]	-11%	14%[57.1 µM]
RXFP1 agonist	6.6%	0.2%	-0.4%	-0.5%
RGS4 inhibitor	4%	-32%	-1%	9%
TrxR1 substrate	42%[activator]	2%[57.1 µM]	-5%	8%[57.1 µM]
Vif-A3F inh	-7%	-1%	0%	2%

Not all compounds are listed; the hit share may differ from the screen's.
